High-throughput results from PubChem BioAssay.
ROC1-CUL1 inh = human ROC1-CUL1 E3 ligase inhibition. in vitro K48 di-Ub FRET, acceptor:donor ratio, 45 min. AID 1347404. inhibition, % at 10 µM. actives 0.6% (n = 140,000); in the data active = inhibition above about 25%
Target sequence (P62877 whole entry, looked up): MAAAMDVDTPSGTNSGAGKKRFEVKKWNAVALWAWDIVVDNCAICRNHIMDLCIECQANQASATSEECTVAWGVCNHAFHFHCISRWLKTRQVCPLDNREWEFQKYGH
Target sequence (Q13616 whole entry, looked up): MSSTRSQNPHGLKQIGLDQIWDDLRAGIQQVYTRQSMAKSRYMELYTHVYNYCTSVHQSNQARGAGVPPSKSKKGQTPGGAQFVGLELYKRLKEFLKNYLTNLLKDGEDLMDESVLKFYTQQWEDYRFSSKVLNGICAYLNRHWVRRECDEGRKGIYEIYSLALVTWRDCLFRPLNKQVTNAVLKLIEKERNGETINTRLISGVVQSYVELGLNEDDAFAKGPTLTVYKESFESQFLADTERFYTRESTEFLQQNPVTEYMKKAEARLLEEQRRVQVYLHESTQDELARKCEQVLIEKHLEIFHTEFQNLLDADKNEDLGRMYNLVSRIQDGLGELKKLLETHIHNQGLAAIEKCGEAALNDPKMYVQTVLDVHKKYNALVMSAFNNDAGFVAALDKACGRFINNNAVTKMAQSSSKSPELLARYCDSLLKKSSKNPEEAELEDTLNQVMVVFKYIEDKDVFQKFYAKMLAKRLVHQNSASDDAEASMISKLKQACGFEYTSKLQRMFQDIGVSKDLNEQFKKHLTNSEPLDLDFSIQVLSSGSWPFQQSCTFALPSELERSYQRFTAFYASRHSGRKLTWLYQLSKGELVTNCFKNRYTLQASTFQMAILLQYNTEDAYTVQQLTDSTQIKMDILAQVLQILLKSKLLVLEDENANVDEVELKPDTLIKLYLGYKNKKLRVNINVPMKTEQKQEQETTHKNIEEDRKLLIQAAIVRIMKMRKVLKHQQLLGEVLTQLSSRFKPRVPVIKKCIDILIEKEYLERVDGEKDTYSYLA
* marks the source's active call; other numbers are inactive results. A portion of the library, so the mix of outcomes need not match the whole.

ROC1-CUL1 inh	Molecule
-11.2	Cc1[nH]c2ccccc2c1-c1csc(-c2c[nH]c3ccccc23)n1
-4.4	CCN1CCN(CC(O)COCc2cc(OC)c(OC)c(OC)c2)CC1 (stereo unspecified)
-10.1	COc1cc(C(=O)NC(=S)Nc2nc(-c3ccc(Cl)cc3)cs2)cc(OC)c1OC
0.5	CC/C(=N\O)c1ccc(C(C)C)cc1
10.2	N#Cc1cccc(NC(=O)c2ccccc2Br)c1
-2.0	CC(=O)N1CCC(=O)N(C(C)C)c2ccccc21
-7.1	CCOc1cc(CNC(=O)c2cc(-c3ccc(Cl)s3)nc3ccccc23)ccc1OC
-3.9	Cc1cc(CN(C)CC2CCN(Cc3ccc(C)o3)CC2)n[nH]1
8.7	CCOC(=O)c1sc(NNC(C)=O)nc1C
-2.5	Cc1cccc(OCC(=O)NC(Cc2ccccc2)C(=O)O)c1 (stereo unspecified)

3 compounds already listed, arranged by their value in ROC1-CUL1 inh, ascending:
mol | ROC1-CUL1 inh
COc1cc(C(=O)NC(=S)Nc2nc(-c3ccc(Cl)cc3)cs2)cc(OC)c1OC | -10.1
CC/C(=N\O)c1ccc(C(C)C)cc1 | 0.5
N#Cc1cccc(NC(=O)c2ccccc2Br)c1 | 10.2

Next compounds:
ROC1-CUL1 inh	Molecule
8.8	CCCCCCc1cc2cc(-c3csc(-c4ccccc4)n3)c(=O)oc2cc1O
5.1	Cc1cc(NS(=O)(=O)c2ccc(NC(=O)COc3c(C)ccc(C)c3C)cc2)nc(C)n1
-3.4	CC1=NN(C(=O)c2cccc(COc3ccc(C#N)cc3)c2)C(O)(C(F)(F)F)C1 (stereo unspecified)
-3.2	Cc1ccn2c(=O)c(C(=O)Nc3ccc(F)c(C(F)(F)F)c3)cnc2c1
-4.1	COC(=O)c1ccc(OCC(=O)c2cccc(OC)c2)cc1
-2.6	Cc1ccc2c(c1)N(C(=O)N1CCC(C(=O)NCc3cccs3)CC1)CC(C)O2 (stereo unspecified)
12.3	CN(CCN1CCCCC1)C(=O)c1cc(-c2cnn(C)c2)nc2ccccc12
3.6	CCOc1ccc(S(=O)(=O)Nc2ccc(-c3ccc(N4CCCC4)nn3)cc2)cc1
-0.5	O=C(OCC(F)(F)F)c1sc2cc([N+](=O)[O-])ccc2c1Cl
-2.2	C/C(=N/Nc1ccccc1[N+](=O)[O-])c1ccc(-c2ccccc2)cc1
4.7	O=C1NN=C(c2ccccc2)C(=O)C1I (stereo unspecified)
0.8	COc1cc(NC(=O)CCCN2C(=O)CCn3nc(-c4cn(C)c5ccccc45)cc32)cc(OC)c1
6.7	CCOC(=O)c1cccc(NC(=O)c2ccc3nc(Cc4ccccc4)oc3c2)c1
6.7	CCOC(=O)N1CCN(S(=O)(=O)c2cc(Cl)c(C)cc2OC)CC1
-1.6	Cn1cc(-c2cc3n(n2)CCC(=O)N3CC(=O)NCc2ccccc2)c2ccccc21
0.8	O=C(NCC(F)(F)F)c1coc(COc2ccc3c(c2)OCO3)n1
0.3	CCCn1cc(CN2C[C@H]3OC(=O)N(Cc4ccccn4)[C@H]3C2)c(C)n1
2.0	Cn1c(SCC(=O)Nc2ccc3nc(SCc4ccc(F)c5ccccc45)sc3c2)nnc1-c1ccc(Cl)cc1Cl
9.2	Cn1c(=O)n(CCCO)c(=O)c2c1nc1n2CCCN1C1CCCCC1
-7.1	O=C(CSCC(=O)Nc1cc(Cl)ccc1Cl)Nc1ccc(F)cc1
-6.7	O=C(NCc1nc2ccccc2[nH]1)c1cn2cc(Cl)cc(Cl)c2n1
-3.3	COCc1noc(-c2ccc(N(C)C(C)c3cccc(OC)c3)nc2)n1 (stereo unspecified)
-0.5	CCOC(=O)N1CCN(C(=O)CN(c2cccc(OC)c2)S(C)(=O)=O)CC1
8.9	Cn1c(SCC(=O)NC(c2ccccc2)c2ccccc2)nnc1-c1ccc(NC(=O)c2ccc(F)cc2)cc1
-1.3	Cc1cc(C(=O)NCc2ccccc2)c2c(C)nn(-c3cccc(Cl)c3C)c2n1
5.1	COc1ccccc1CC(=O)N1CCN(c2cccc(Cl)c2)CC1
-1.9	CCOC(=O)N1CCC(N2CCC(CCC(=O)N3CCCC3)CC2)CC1
4.1	O=C(CSc1ccccn1)N1CCc2ccccc2C1
3.8	CCCC(C)NC(=O)C1CCN(C(=O)c2ccccc2F)CC1 (stereo unspecified)
9.8	CCOc1ccc(NC(=O)c2sc(-n3nc(C)c(CCC(C)C)c3C)nc2C)cc1

Given as comma-separated lines: entries from further up.
molecule,ROC1-CUL1 inh
CN(CCN1CCCCC1)C(=O)c1cc(-c2cnn(C)c2)nc2ccccc12,12.3
CCOc1ccc(S(=O)(=O)Nc2ccc(-c3ccc(N4CCCC4)nn3)cc2)cc1,3.6
O=C(OCC(F)(F)F)c1sc2cc([N+](=O)[O-])ccc2c1Cl,-0.5

Later entries.
ROC1-CUL1 inh	Molecule
-2.1	COc1cc(S(=O)(=O)NC2CCCCC2)c(C)cc1C
-0.5	CN1CCN(CCC(=O)N2CCCC(CO)(CCCc3ccccc3)C2)CC1 (stereo unspecified)
3.6	Cn1ccnc1CN1CCCC(CCc2ccccc2F)C1 (stereo unspecified)
-7.6	COc1ccc(NC(=O)CSc2nc(-c3cccs3)cc(C(F)(F)F)n2)c(OC)c1
2.0	CCOC(=O)c1c(NC(C)=O)sc2c1CCC(C)C2 (stereo unspecified)
4.9	COc1ccc(-c2nc(CN3CCCCC3c3cccnc3)c(C)o2)cc1C (stereo unspecified)
-2.7	COc1ccc(NC(=S)NNC(=O)COc2cccc3c2OC(C)(C)C3)cc1
-2.5	COc1ccc(NC(=O)Cn2c(=O)cc(C)c3c(C)nn(-c4cccc(Cl)c4C)c32)cc1OC
-1.8	CC(C)Oc1ccc(CNC(=O)CCCN2C(=O)c3cccnc3Oc3ccc(Cl)cc32)cc1
2.0	CCOC(=O)C1CCN(c2csc3ccc(C)cc3c2=O)CC1
-8.8	O=C1N(Cc2ccccc2F)CCCC1(O)CN1CCCCCC1 (stereo unspecified)
-3.3	CSC1=N/C(=C\c2ccc(Cl)c(Cl)c2)C(=O)S1
1.8	Cc1sc2nc(SCC(=O)c3ccc(C(C)C)cc3)[nH]c(=O)c2c1C
4.9	COc1cccc(NC(=O)C23CCC(C)(c4nc5ccccc5nc42)C3(C)C)c1 (stereo unspecified)
1.2	CCc1ccc(OCC(=O)Nc2ccc(S(=O)(=O)N3CCCCC3)cc2)cc1
4.3	COc1ncnc(-c2ccccc2)c1-c1ccccc1
-2.6	COc1ccc(CC(=O)Nc2ccc3nc(Nc4ccc(OC)cc4)cc(C)c3c2)cc1
-4.7	Cc1ccc(C)c(Nc2nc(=O)[nH]nc2C)c1
-0.8	Cc1ccc(CS(=O)(=O)NCc2ccccc2C)cc1
-3.9	O=C(OCCNC1NS(=O)(=O)C2CCCCC12)c1ccc(S(=O)(=O)N2CCCCC2)cc1 (stereo unspecified)

Sorted by molar mass (low to high): some entries from above.
ROC1-CUL1 inh	Molecule
-6.7	O=C(NCc1nc2ccccc2[nH]1)c1cn2cc(Cl)cc(Cl)c2n1
-7.1	CCOc1cc(CNC(=O)c2cc(-c3ccc(Cl)s3)nc3ccccc23)ccc1OC
8.9	Cn1c(SCC(=O)NC(c2ccccc2)c2ccccc2)nnc1-c1ccc(NC(=O)c2ccc(F)cc2)cc1

(continued)
ROC1-CUL1 inh	Molecule
-8.7	CCOc1ccc(CN2C(=O)c3ccccc3Sc3ccc(C(=O)NCCCN4CCOCC4)cc32)cc1
7.1	COc1ccc(N2CCN(S(=O)(=O)c3csc(C(N)=O)c3)CC2)cc1
2.1	O=C(CCC(F)(F)F)N1CCC(C2CCN(Cc3ccc(Cl)cc3)C2)CC1 (stereo unspecified)
-2.0	Cc1ccc(SCc2[nH]nc3c2C(c2cc(Br)cs2)C(C#N)C(=N)O3)cc1 (stereo unspecified)
14.0	Cc1ccc(C(C)C)c(OCc2ccc(C(=O)Nc3ccc(S(=O)(=O)Nc4ncccn4)cc3)o2)c1
-7.5	O=C(c1ccc(COCC(F)(F)F)cc1)N1N=C(C(F)F)CC1(O)C(F)F (stereo unspecified)
-5.5	O=C(CSc1oc(-c2cccs2)nc1S(=O)(=O)c1ccccc1)Nc1ccc(F)cc1
-10.0	O=[N+]([O-])c1ccc(Oc2cccn3cc(-c4ccccc4)nc23)nc1
-10.7	CCOC(=O)c1cnn(-c2ccccc2)c1NC(=O)CSc1nnc(-c2cccs2)n1-c1ccccc1
0.4	Cc1ccc(S(=O)(=O)c2nnn3c2nc(NCc2ccccc2)c2sccc23)cc1
9.2	COCCN(CC1CCCN(C2Cc3ccccc3C2)C1)C(=O)c1cc(C)nn1C (stereo unspecified)
-8.5	Cn1ccnc1COC(c1ccccc1)c1ccccc1
-4.6	Cc1nc2ccc(Cl)cn2c(=O)c1Cl
-3.6	CCOc1cc(CNCCO)cc(I)c1OCc1ccccc1
1.9	CC1=C(C#N)C(=S)N=C(C(F)F)C1
11.8	COC(=O)c1cc(O)c(C(=O)Nc2ccccc2OC)s1
-4.7	Cc1cc(C)nc(NS(=O)(=O)c2ccc(NC(=O)c3ccc(Cl)cc3Cl)cc2)n1
-0.1	O=C(Nc1cc(Oc2ccc(O)cc2)cc([N+](=O)[O-])c1)c1nc2nc(-c3ccccc3)cc(C(F)(F)F)n2n1
3.7	CCOC(=O)C(=O)Nc1cc(S(=O)(=O)N(CC)CC)ccc1OC
0.2	CCOc1cc(C(=O)OC2C[C@@H]3CN4CCc5c([nH]c6cc(OC)ccc56)C4C[C@@H]3C(C(=O)OC)[C@H]2OC)cc(OCC)c1OC (stereo partly specified)
9.9	COc1ccc(NC(=O)Cn2c(CCC(=O)O)ccc2-c2ccccc2)cc1Cl
-6.8	O=C(O)CC1c2ccccc2CCN1C(=O)Nc1cc(Cl)ccc1Cl (stereo unspecified)
1.1	O=C(O)C1CSC(c2ccc(F)cc2)N1C(=O)Cc1ccc(Cl)cc1 (stereo unspecified)
-0.3	Cc1nn(C)c(C)c2cc([N+](=O)[O-])cc1-2
2.2	Cc1cccc(CNC(=O)CN2C(=O)CCn3nc(-c4cn(C)c5ccccc45)cc32)c1
-4.9	CC(=O)Nc1ccc(NC(=O)CNS(=O)(=O)c2ccc(F)cc2)cc1
-2.7	COc1ccccc1C1CC(c2c(C)nc3ccc(Cl)cc3c2-c2ccccc2)=NN1C(C)=O (stereo unspecified)
1.3	CCOC(=O)c1sc(N)nc1C(C)C
-11.3	NC(=O)c1c(NC(=O)c2cc(-c3ccc(F)cc3)on2)sc2c1CCCC2
-5.7	CCOC(=O)c1ccc(Nc2nc3ccccc3n3c(C)nnc23)cc1
4.6	O=C(NC(=S)N1CCCC1)c1ccc(Br)o1
0.6	Nc1ccccc1SC(CC(=O)c1ccccc1OCc1ccccc1)c1ccccc1 (stereo unspecified)
-5.8	Nc1c(Cl)ncnc1N1CCN(c2ncnc(Cl)c2N)CC1
-5.1	FC(F)(F)c1cc(Cl)c2nc(-c3ccc(Br)cc3)cn2c1
-1.6	COc1ccc(OC)c(-c2noc(N3CCN(c4cc(C)ccc4C)CC3)n2)c1
10.5	CCCN(CCC)CCCNC(=O)c1sc2nc3n(c(=O)c2c1C)CCC3
0.9	CCOC(=O)C(C(=O)c1ccccc1)C(C(=O)OCC)c1ccccc1 (stereo unspecified)
12.2	COc1ccc(C=NN2CCN(C3c4ccccc4-c4ccccc43)CC2)cc1
-4.5	COC(=O)CN1C(=S)N(c2ccc(Cl)cc2)C(=O)/C1=C/c1ccccc1OCc1ccccc1C#N
-1.2	CCn1cc(C(=O)NCc2ccc(F)cc2)cn1
1.0	CCOc1cc(/C=C2/C(=O)NC(=O)N(C(C)(C)C)C2=O)ccc1O
-0.7	O=C(NC1CC(=O)N(c2ccc(F)cc2)C1)C1CCCC1 (stereo unspecified)
-7.3	CCN1CCN(Cc2c(O)ccc3oc(C)c(C(=O)Nc4cccc(Cl)c4C)c23)CC1
9.5	COCCN(CC1CCN(Cc2ccccc2OC)CC1)C(=O)c1cscn1
-1.8	CCOC(=O)N/N=C(/C)c1ccc(NC(=O)c2ccnn2C)cc1
-10.6	CNC(=O)c1ccccc1NC(=O)c1ccc(C(C)(C)C)cc1
-7.4	CCCCN1CCCC1=Nc1ccc(Br)cc1C#N
-4.8	CCOC=NC1=C(C#N)C(c2ccc(OC)cc2)c2cc(Cl)c3ccccc3c2O1 (stereo unspecified)
-5.0	CCn1cc(CN2C[C@H]3OC(=O)N(CCCc4ccc(F)cc4)[C@H]3C2)cn1
-1.3	CCCN(CC1CC1)C(=O)c1cn(Cc2ccccc2F)nn1

Continuation.
ROC1-CUL1 inh	Molecule
-7.3	Cc1ccc(/C=C(\C#N)c2nc(-c3cc4ccccc4oc3=O)cs2)cc1
5.6	N#Cc1cccc(NC(=O)OCCSc2ncccn2)c1
2.2	COc1ccc(-c2nc(Nc3nc(C)cc(C)n3)sc2C)cc1
-1.4	CCCN(C(=O)c1cc2c(=O)n(CC)c3ccccc3c2s1)c1ccccc1F
4.6	Cn1nc(C(=O)NCc2ccc(F)cc2)c2c1-c1ccccc1SC2
0.1	COc1ccc(-c2csc3ncn(CC(=O)Nc4ccc(C)cc4)c(=O)c23)cc1
-3.5	COc1cccc(N2C[C@@H]3C[C@@H](c4cc5c(cc4Cl)OCO5)N4CCC[C@@]34C2=O)c1
14.5	Cc1ccccc1C(CC(=O)N(C)Cc1cnccn1)c1ccccc1 (stereo unspecified)
-7.3	Cc1ccc(C)n1NC(=O)c1ccccc1Cl
0.2	Cc1ccc(Cl)cc1NC(=O)CN1C(=O)COc2ccc(S(=O)(=O)N3CCOCC3)cc21

Entries listed so far that contain a tert-butyl group, in the order listed:
ROC1-CUL1 inh	Molecule
1.0	CCOc1cc(/C=C2/C(=O)NC(=O)N(C(C)(C)C)C2=O)ccc1O
-10.6	CNC(=O)c1ccccc1NC(=O)c1ccc(C(C)(C)C)cc1

Continuation.
ROC1-CUL1 inh	Molecule
-7.4	Cc1cc(NC(=O)c2ccc3c(c2)OCCO3)cc(-c2nc3ccccc3o2)c1O
-1.9	COc1ccccc1-n1nc(C(=O)O)c(=O)cc1C
-9.3	CCn1c(COc2ccc(OC)cc2)nnc1SCC(=O)Nc1cccc(C(F)(F)F)c1
10.4	CN1CCCCCC1C(=O)NCc1cccnc1Oc1ccccc1F (stereo unspecified)
